APOBEC3G inh: inhibitors of human APOBEC3G DNA deaminase. 330,000 tested, 0.28% active. AID 493012. recombinant A3G, ssDNA deamination FAM/TAMRA fluorescence. inhibition, % at 20 µM. Q9HC16;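 active means inhibition of at least 40% at 20 µM, with no more than 30% in the related APOBEC3A deaminase screen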;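 further: plate controls were DMSO wells with A3G for no effect and wells lacking A3G enzyme for full effect; some compounds called inactive have numbers as strong as hits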
SENP7 block: SENP7 protease inhibition. recombinant SENP7, Z-RLRGG-aminoluciferin luminescence, 40 min. Q9BQF6. inhibition, % at 5 µM. 330,000 tested, 1.5% active. AID 434973;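 active means inhibition above about 50% at the single test dose, limit read from the data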;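 further: plate controls were DMSO with enzyme for no effect and no enzyme buffer wells for full effect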
Target sequence (Q9BQF6 706-1050 limits assumed): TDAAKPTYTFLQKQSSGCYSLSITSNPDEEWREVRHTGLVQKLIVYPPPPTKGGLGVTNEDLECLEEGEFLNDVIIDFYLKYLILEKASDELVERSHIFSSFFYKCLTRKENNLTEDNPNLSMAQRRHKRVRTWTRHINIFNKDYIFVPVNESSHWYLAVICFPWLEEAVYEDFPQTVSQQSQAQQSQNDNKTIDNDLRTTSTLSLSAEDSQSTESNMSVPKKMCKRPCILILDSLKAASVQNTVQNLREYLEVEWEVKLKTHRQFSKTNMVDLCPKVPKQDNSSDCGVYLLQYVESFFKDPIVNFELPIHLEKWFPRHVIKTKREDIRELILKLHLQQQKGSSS
SENP6 inh: SENP6 protease inhibition; Q9GZR1; Recombinant SENP6 catalytic domain, aminoluciferin luminescence; inhibition, % at 10 µM; 330,000 tested, 1.8% active; AID 2599;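 active means inhibition above about 50% at the single tested dose, limit read from the data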;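 further: plate controls were DMSO wells with enzyme for no effect and DMSO wells lacking enzyme for full effect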
Target sequence (Q9GZR1 628-1112 limits assumed): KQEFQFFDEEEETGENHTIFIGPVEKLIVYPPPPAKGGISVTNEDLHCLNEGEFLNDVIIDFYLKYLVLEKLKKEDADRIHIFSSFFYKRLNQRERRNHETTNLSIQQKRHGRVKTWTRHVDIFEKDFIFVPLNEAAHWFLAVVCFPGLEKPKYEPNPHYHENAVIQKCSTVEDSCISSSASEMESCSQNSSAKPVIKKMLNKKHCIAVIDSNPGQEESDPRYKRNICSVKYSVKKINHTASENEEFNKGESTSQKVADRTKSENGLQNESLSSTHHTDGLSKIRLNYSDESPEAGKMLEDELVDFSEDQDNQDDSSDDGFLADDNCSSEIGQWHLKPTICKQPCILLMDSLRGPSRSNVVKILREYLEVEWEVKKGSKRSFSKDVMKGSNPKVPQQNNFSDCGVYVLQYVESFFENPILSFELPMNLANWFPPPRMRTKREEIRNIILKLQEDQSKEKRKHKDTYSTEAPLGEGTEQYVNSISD
Apaf-1 inh: human Apaf-1 inhibition | O14727 | reconstituted apoptosome caspase-3 activity, DEVD-Rh110 fluorescence | inhibition, % at 20 µM | 330,000 tested, 0.71% active; active means inhibition of at least 40% at 20 µM;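 further: plate controls were DMSO wells for no effect and DEVD-CHO caspase inhibitor wells for full effect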
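System: Apoptosome proteins | Medium: Hepes pH 7.5 with detergent and BSA | Also added: Cytochrome c trigger plus (Z-DEVD)2-Rh110 caspase-3 substrate | Incubation: 30 min compound preincubation, 50 min activation, room temperature | Detection: Rhodamine 110 fluorescence at Ex 480/Em 540 nm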
UBC13 inh: blocks human UBC13 polyubiquitin chain formation. AID 485273. inhibition, % at 20 µM. P61088. 330,000 tested, 0.47% active. TR-FRET; in the data active means inhibition above about 45%, passing the limit was not always enough
SENP1 FRET inh: SENP1 (human) catalytic domain inhibition; inhibition, % at 10 µM; 360,000 tested, 0.21% active; Q9P0U3; AID 624204; recombinant SENP1 catalytic domain, CyPet-SUMO1-YPet FRET cleavage;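 active means inhibition at least 30% at 10 µM, raw YFP signal under a set limit, fluorescence ratio 0.5 to 1.5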;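 further: 0% = enzyme with DMSO and 100% = no enzyme wells; some results filed as inactive read as strong as hits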
Target sequence (Q9P0U3 419-644 limits assumed): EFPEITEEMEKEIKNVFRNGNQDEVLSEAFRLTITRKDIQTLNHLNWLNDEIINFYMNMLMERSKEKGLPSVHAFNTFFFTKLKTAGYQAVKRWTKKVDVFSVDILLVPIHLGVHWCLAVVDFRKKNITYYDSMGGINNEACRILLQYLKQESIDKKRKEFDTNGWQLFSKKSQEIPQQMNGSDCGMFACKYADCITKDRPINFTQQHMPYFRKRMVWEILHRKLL
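material = recombinant human SENP1 catalytic domain, His6-tagged | quantity = 20 pM enzyme | reagent = 25 nM SUMO1 FRET substrate | compound dosing = 10 µM single point, 0.5% DMSO | timing = 50 min enzyme reaction, room temperature, light-protected | detection = FRET, CFP and YFP emission | control set = no-enzyme low, enzyme-DMSO high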
SENP8 block-1: SENP8 (human) protease inhibition | Q96LD8 | recombinant SENP8, Nedd8 substrate fluorescence | inhibition, % at 20 µM | 360,000 tested, 0.64% active | AID 602440; in the data active means inhibition mostly above about 40%, no sharp cut-off; inactive means mostly below about 27%
SENP8 block-2: blocks the human protease SENP8. Q96LD8. purified SENP8, Z-RLRGG-aminoluciferin cleavage, luminescence. inhibition, % at 10 µM. 330,000 tested, 1.2% active. AID 2540; in the data active means inhibition above about 50%
Active calls of the source: *.

SMILES	APOBEC3G inh	SENP7 block	SENP6 inh	Apaf-1 inh	UBC13 inh	SENP1 FRET inh	SENP8 block-1	SENP8 block-2
COCCNC(=O)C(C)OC(=O)C1=Cc2ccccc2OC1 (stereo unspecified)	-5	6	-17	-2	4	2	-123	-5
COc1ccc(C(=O)C[n+]2ccc(C)cc2)cc1	-6	1	10	6	2	0	12	2
COc1ccc(OC)c(CCNC(=O)c2cccc(NC(=O)C3=C(C)OCCS3)c2)c1	-7	-2	1	-3	10	0	2	-1
O=C(Nc1ccccc1)C1=C(N2CCOCC2)/C(=C/c2cccnc2)CC1	-6	-9	0	-2	0	-19	-35	-8
Cc1c(C(=O)NCCCN2CCOCC2)sc2nc(-c3ccc(F)cc3)cn12	-8	-2	-11	-5	6	1	7	1
COc1ccc(NC(=O)CSc2ccc3c(c2)OCCO3)cc1	-7	-5	-5	-11	9	5	6	6
COCCn1c(C)cc(C(=O)CSc2nc(C)nc3sc4c(c23)CCC4)c1C	-6	-1	-8	-2	-1	-1	6	-7
COc1cccc(NC(=O)c2cccc(N3C(=O)C4C5C=CC(C5)C4C3=O)c2)c1 (stereo unspecified)	-7	-2	1	-8	0	1	11	-13
Cc1cc(C(=O)NNC(=O)C(C)NS(=O)(=O)c2ccccc2F)c(C)o1 (stereo unspecified)	-6	0	11	1	-5	0	-3	-15
Cc1ccccc1N1CCN(C2CCCN(C(=O)CCN3CCCCC3=O)C2)CC1 (stereo unspecified)	-9	-16	-15	0	-8	2	14	-19
CCOCCCN(CCC#N)S(=O)(=O)c1ccc(S(=O)(=O)N2CCCC2)cc1	-7	-8	-30	7	-3	0	13	-4
CCCCN1CC[C@H]2C=CC[C@@H](C(=O)NCCc3ccccc3)[C@H]2C1=O	-2	-2	-7	0	1	1	2	-3
Cc1cc(C)nc(NCC(O)CNc2ccccc2C)n1 (stereo unspecified)	-5	0	-10	2	6	1	22	0
Cc1cc(C)nc(N/N=C/c2ccccc2OCc2ccc([N+](=O)[O-])cc2)n1	2	4	14	7	9	-6	8	0
COc1cc(OC)cc(C(=O)Nc2nc(-c3ccccc3)c(-c3ccccc3)o2)c1	-5	-6	-17	5	-16	1	-6	-9
O=C(O)CCCNC(=O)c1ccccn1	-5	-2	5	-7	-7	2	15	-3
O=C(CSc1nc2ccccc2c(=O)[nH]1)N1CCN(c2ccccc2F)CC1	-7	0	-3	13	-2	1	5	-8
COc1ccc(N2CCN(C(=O)C3(S(=O)(=O)c4ccc(C)cc4)CC3)CC2)cc1	-10	-3	12	-2	-2	2	16	0
O=C(Nc1cccc(C(=O)NC2CC2)c1)c1ccc(Cl)c(S(=O)(=O)N2CCOCC2)c1	0	-2	-3	-16	2	2	13	5
Nn1c(SCc2ccc([N+](=O)[O-])cc2)nc2ccccc2c1=O	-7	-8	-9	13	0	2	0	-16
COC(=O)C1CN(C(=O)COc2ccc(C)c(C)c2)c2ccccc2O1 (stereo unspecified)	-2	5	7	14	0	2	14	3
Cc1ccc(-n2c(SCC(=O)Nc3ccc4c(c3)OCO4)nnc2-c2ccoc2C)cc1	2	-10	-15	26	-6	1	16	-10
CC(=O)Nc1ccc(-c2nnn(CC(=O)c3ccc(F)cc3)n2)cc1Cl	-2	-1	82*	-17	8	1	17	1
CC1(C)CC(O)(CCNCc2ccc3c(c2)OCO3)CCO1 (stereo unspecified)	-6	-4	-1	5	-16	0	9	-11
Cc1cc(C)cc(NC(=S)N2CCCC2)c1	-1	2	-7	10	1	1	5	-1
CC(=O)Nc1ccc(S(=O)(=O)N(CCO)Cc2ccccc2)cc1	-3	-12	-26	4	-3	-1	3	-3
Cc1cc(C)nc(Nc2n[nH]c(COc3ccccc3)n2)n1	-3	16	-26	5	-2	1	11	-2
COc1ccc(-n2ncc3c(SCC(=O)NNC(C)=O)ncnc32)cc1	-8	12	45	11	1	-1	-1	53*
COc1ccc(NC(=O)CN(C)C(C)C(=O)NC(=O)NC2CCCCC2)cc1 (stereo unspecified)	-2	-4	-17	10	-2	1	-3	-16
O=C(COc1ccc(S(=O)(=O)N2CCCC2)cc1Cl)Nc1ccc2c(c1)OCO2	-3	2	-25	-9	4	0	10	1
O=C(O)CSc1nnc(-c2ccccc2O)n1Cc1ccccc1	-8	-4	-3	-1	11	-1	12	-4
O=C(c1ccc(-n2cnnn2)cc1)N1CCN(C(c2ccccc2)c2ccccc2)CC1	-1	5	-7	13	8	1	26	-1
COc1ccc(OC)c(NC(=O)c2cnc3n(c2=O)CCS3)c1	-4	1	0	6	-8	0	5	9
CCC1S/C(=N/N=C/c2ccco2)N(c2ccc(F)cc2)C1=O (stereo unspecified)	1	9	1	19	-10	-2	18	-1
CS(=O)(=O)c1ccc(C(=O)OCC(=O)Nc2cccc(S(=O)(=O)N3CCCC3)c2)cc1	-9	11	6	5	-4	3	7	-3
O=C(O)CCN1C(=O)/C(=C\c2ccncc2)SC1=S	-8	-1	13	-12	-4	3	14	13
O=C(Nn1cnc2ccccc2c1=O)c1ccc(Br)cc1	0	-3	-7	1	14	0	12	-5
CC(C)Oc1ccc(C(=O)Nc2ccc(Cl)c(S(=O)(=O)Nc3ccc(Cl)cc3)c2)cc1	-8	-8	0	24	-12	3	18	-4
O=C(Nc1c(C(=O)N2CCOCC2)oc2ccccc12)c1ccccc1Cl	-6	-15	-5	0	-3	0	12	-10
CC1=C(OC(=O)C(C)(C)C)C(C)(C)C(c2ccccc2)OC1=O (stereo unspecified)	-6	-2	-26	13	-7	-5	3	-17

Reformatted in CSV form: 15 of the compounds above
mol,APOBEC3G inh,SENP7 block,SENP6 inh,Apaf-1 inh,UBC13 inh,SENP1 FRET inh,SENP8 block-1,SENP8 block-2
Cc1cc(C)cc(NC(=S)N2CCCC2)c1,-1,2,-7,10,1,1,5,-1
CC(=O)Nc1ccc(S(=O)(=O)N(CCO)Cc2ccccc2)cc1,-3,-12,-26,4,-3,-1,3,-3
Cc1cc(C)nc(Nc2n[nH]c(COc3ccccc3)n2)n1,-3,16,-26,5,-2,1,11,-2
COc1ccc(-n2ncc3c(SCC(=O)NNC(C)=O)ncnc32)cc1,-8,12,45,11,1,-1,-1,53*
COc1ccc(NC(=O)CN(C)C(C)C(=O)NC(=O)NC2CCCCC2)cc1 (stereo unspecified),-2,-4,-17,10,-2,1,-3,-16
O=C(COc1ccc(S(=O)(=O)N2CCCC2)cc1Cl)Nc1ccc2c(c1)OCO2,-3,2,-25,-9,4,0,10,1
O=C(O)CSc1nnc(-c2ccccc2O)n1Cc1ccccc1,-8,-4,-3,-1,11,-1,12,-4
O=C(c1ccc(-n2cnnn2)cc1)N1CCN(C(c2ccccc2)c2ccccc2)CC1,-1,5,-7,13,8,1,26,-1
COc1ccc(OC)c(NC(=O)c2cnc3n(c2=O)CCS3)c1,-4,1,0,6,-8,0,5,9
CCC1S/C(=N/N=C/c2ccco2)N(c2ccc(F)cc2)C1=O (stereo unspecified),1,9,1,19,-10,-2,18,-1
CS(=O)(=O)c1ccc(C(=O)OCC(=O)Nc2cccc(S(=O)(=O)N3CCCC3)c2)cc1,-9,11,6,5,-4,3,7,-3
O=C(O)CCN1C(=O)/C(=C\c2ccncc2)SC1=S,-8,-1,13,-12,-4,3,14,13
O=C(Nn1cnc2ccccc2c1=O)c1ccc(Br)cc1,0,-3,-7,1,14,0,12,-5
CC(C)Oc1ccc(C(=O)Nc2ccc(Cl)c(S(=O)(=O)Nc3ccc(Cl)cc3)c2)cc1,-8,-8,0,24,-12,3,18,-4
O=C(Nc1c(C(=O)N2CCOCC2)oc2ccccc12)c1ccccc1Cl,-6,-15,-5,0,-3,0,12,-10

Next part:
SMILES	APOBEC3G inh	SENP7 block	SENP6 inh	Apaf-1 inh	UBC13 inh	SENP1 FRET inh	SENP8 block-1	SENP8 block-2
Cc1nn2c(NCCOCCO)c3c(nc2c1-c1ccccc1)CCCC3	-6	0	-2	-6	1	2	-230	1
Cc1oncc1C(=O)NC1CCCCC1	-5	-6	-14	-10	1	-2	7	-1
CCCc1cc(=O)oc2cc(OCC(=O)NC3CC(C)(C)NC(C)(C)C3)ccc12	-4	1	4	-2	8	3	-201	7
Cc1nc2ccc(S(=O)(=O)NCC(=O)NCCc3ccc(Cl)cc3)cc2s1	-5	4	-11	2	0	0	20	-2
C=C1N(CCCCCC(=O)O)C(=O)OC12CCCCC2	-6	-1	-20	-7	4	2	4	-2
O=C(N/N=C/c1sc(N2CCCCC2)nc1-c1cccs1)C1CC1	0	1	11	16	6	-45	-338	2
CCCC1(c2ccccc2)NC(=O)NC1=O (stereo unspecified)	-8	-7	-3	4	2	0	0	3
COc1ccc(/C=C/C(=O)N2CCOCC2)cc1OC	-6	-1	8	0	-2	1	-29	-5
Nc1c(C(=O)CSc2nnc(-c3ccccc3)o2)c(=O)[nH]c(=O)n1C1CC1	-6	7	-13	0	-9	1	-1	-4
COc1ccnc(N=CNOCc2ccc(F)cc2Cl)c1C#N	-2	-6	-2	-12	3	1	24	-7

Ordered by SMILES length (high to low): 3 of the compounds above.
SMILES	APOBEC3G inh	SENP7 block	SENP6 inh	Apaf-1 inh	UBC13 inh	SENP1 FRET inh	SENP8 block-1	SENP8 block-2
CCCc1cc(=O)oc2cc(OCC(=O)NC3CC(C)(C)NC(C)(C)C3)ccc12	-4	1	4	-2	8	3	-201	7
COc1ccc(/C=C/C(=O)N2CCOCC2)cc1OC	-6	-1	8	0	-2	1	-29	-5
CCCC1(c2ccccc2)NC(=O)NC1=O (stereo unspecified)	-8	-7	-3	4	2	0	0	3

The listing continues:
SMILES	APOBEC3G inh	SENP7 block	SENP6 inh	Apaf-1 inh	UBC13 inh	SENP1 FRET inh	SENP8 block-1	SENP8 block-2
CCOc1cccc(-c2nc3c(s2)CCc2onc(-c4cccc([N+](=O)[O-])c4)c2-3)c1	-7	11	-10	7	-13	0	16	-12
CCc1cc(C(=O)Nc2ccc(S(=O)(=O)NC3=NCCCCC3)cc2)sc1C	10	7	-14	10	2	-3	-11	-1
O=C(CN1C(=O)NC(CCc2ccccc2)C1=O)Nc1ccccc1C(F)(F)F (stereo unspecified)	-8	9	-15	-8	11	1	19	-6
Cc1cccc(-n2ncc3c(NC(C)C)ncnc32)c1	-7	10	4	3	-2	-1	1	-11
CCN1C(=O)[C@H]2[C@@H](c3ccc(-c4cccc(Cl)c4)cc3)N[C@@](C)(C(=O)OC)[C@H]2C1=O	-2	-3	-2	22	12	1	17	0
O=C(Nc1cc(C(F)(F)F)ccc1N1CCCCC1)c1cccc([N+](=O)[O-])c1	-1	-2	0	11	-18	2	12	-6
COc1cc(C)ccc1OCc1cc(C(=O)N(Cc2c(C)nn(C)c2C)C2CC2)no1	-7	-1	1	-5	1	-1	4	-1
N#CCSc1nccc(-c2cc(Cl)sc2Cl)n1	-3	10	-10	11	1	4	11	-7
Nc1c(C(=O)N/N=C/c2ccccc2)cnn1-c1ccccc1	-1	51*	67*	0	4	2	0	49
CCN(CC)C(=O)c1c(NC(=O)c2ccccc2)sc(C)c1C	-4	7	-2	1	-3	-1	16	-2
COC(=O)c1ccc(OCC(O)Cn2nnc3ccccc32)cc1 (stereo unspecified)	0	2	-14	-3	5	3	14	-4
COC(=O)C1=C(N)Oc2cc(C)n(Cc3cccnc3)c(=O)c2C1c1cccc(OC)c1OC (stereo unspecified)	-3	0	-3	2	-6	-2	2	-5
O=C(C[C@H]1C/C=C\C[C@H](Cc2ccc(F)cc2)C(=O)O[C@@H](c2ccccc2)CNC1=O)N[C@@H](CO)Cc1ccccc1	16	3	11	9	-14	2	14	2

Not a hit list. Share with any hit: about 3.6%.
